# STK33 kinase inh – blocks human STK33 kinase activity. purified STK33, MBP phosphorylation, ADP-Glo luminescence. inhibition, % at 10 µM. 0.073% of 320,000 active;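 active = inhibition at or above 25%, using the most active replicate where run in duplicate; inactive = inhibition below 25%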
# Target sequence (Q9BYT3 whole entry, looked up): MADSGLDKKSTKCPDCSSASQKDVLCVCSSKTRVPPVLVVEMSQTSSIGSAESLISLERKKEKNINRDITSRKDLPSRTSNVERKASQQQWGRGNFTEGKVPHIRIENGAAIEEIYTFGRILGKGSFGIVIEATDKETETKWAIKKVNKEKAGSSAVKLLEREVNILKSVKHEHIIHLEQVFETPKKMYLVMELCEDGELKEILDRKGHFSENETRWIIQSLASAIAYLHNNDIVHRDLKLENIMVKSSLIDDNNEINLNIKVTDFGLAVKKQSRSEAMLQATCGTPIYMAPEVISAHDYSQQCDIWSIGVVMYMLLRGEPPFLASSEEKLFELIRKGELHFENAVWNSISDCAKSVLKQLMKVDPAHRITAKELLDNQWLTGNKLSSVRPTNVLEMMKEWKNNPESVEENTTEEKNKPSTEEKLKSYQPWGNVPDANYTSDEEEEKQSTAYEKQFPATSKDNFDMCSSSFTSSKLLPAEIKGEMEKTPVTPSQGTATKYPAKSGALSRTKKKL
# OX1R FRET antag – antagonists of human orexin 1 receptor (OX1R) | O43613 | OX1R-expressing cells, FRET antagonist read-out | inhibition, % at 6.6 µM | 1.8% of 330,000 active | AID 485270; in the data active = inhibition mostly above about 38%, no sharp cut-off; inactive = mostly below about 40%;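 also: 0% = agonist challenge alone and 100% = reference antagonist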
# Target sequence (O43613 whole entry, looked up): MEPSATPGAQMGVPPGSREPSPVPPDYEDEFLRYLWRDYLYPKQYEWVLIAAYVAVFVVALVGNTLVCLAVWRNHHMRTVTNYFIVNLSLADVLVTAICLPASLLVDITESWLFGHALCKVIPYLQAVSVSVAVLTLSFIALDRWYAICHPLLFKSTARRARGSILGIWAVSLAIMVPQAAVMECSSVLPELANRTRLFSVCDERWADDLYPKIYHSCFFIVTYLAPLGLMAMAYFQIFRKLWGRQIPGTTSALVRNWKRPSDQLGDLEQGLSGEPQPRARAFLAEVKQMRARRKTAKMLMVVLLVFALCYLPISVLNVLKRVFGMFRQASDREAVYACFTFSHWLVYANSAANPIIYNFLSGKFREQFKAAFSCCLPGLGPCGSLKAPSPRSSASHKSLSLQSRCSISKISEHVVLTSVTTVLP
# Numbers without * were called inactive; / = no result given.
# Start of the data: the first 5 compounds, to show the layout:
1) O=C1CCCC/C1=C/Nc1ccc(C(=O)O)cc1
  STK33 kinase inh: 1.0 | OX1R FRET antag: 7.6
2) Cc1ccccc1Cn1cc(CCC(=O)N2CCOCC2)c2ccccc21
  STK33 kinase inh: -1.4 | OX1R FRET antag: 2.5
3) O=C(COc1ccc(Br)cc1F)NC1CC1
  STK33 kinase inh: -0.7 | OX1R FRET antag: 10.3
4) CCN(CC)S(=O)(=O)c1ccc(Nc2ccc(-c3ccc4c(c3)OCCO4)nn2)cc1
  STK33 kinase inh: -1.4 | OX1R FRET antag: 25.7
5) Cn1cnc([N+](=O)[O-])c1Sc1nc2ccccc2[nH]1
  STK33 kinase inh: 0.7 | OX1R FRET antag: 14.3

# The list itself, previewed entries included:
1) O=C1CCCC/C1=C/Nc1ccc(C(=O)O)cc1
  STK33 kinase inh: 1.0 | OX1R FRET antag: 7.6
2) Cc1ccccc1Cn1cc(CCC(=O)N2CCOCC2)c2ccccc21
  STK33 kinase inh: -1.4 | OX1R FRET antag: 2.5
3) O=C(COc1ccc(Br)cc1F)NC1CC1
  STK33 kinase inh: -0.7 | OX1R FRET antag: 10.3
4) CCN(CC)S(=O)(=O)c1ccc(Nc2ccc(-c3ccc4c(c3)OCCO4)nn2)cc1
  STK33 kinase inh: -1.4 | OX1R FRET antag: 25.7
5) Cn1cnc([N+](=O)[O-])c1Sc1nc2ccccc2[nH]1
  STK33 kinase inh: 0.7 | OX1R FRET antag: 14.3
6) COc1ccc(-n2ncc3c(=O)n(CC(=O)N4CCCc5ccccc54)cnc32)cc1
  STK33 kinase inh: -0.6 | OX1R FRET antag: 6.3
7) C/C(=N\Nc1ccc([N+](=O)[O-])cc1[N+](=O)[O-])c1ccc(-n2nncc2C(C)(C)C)cc1
  STK33 kinase inh: -0.6 | OX1R FRET antag: 9.8
8) O=C(Oc1c(CN2CCOCC2)cc(Cl)c2cccnc12)c1ccccc1Cl
  STK33 kinase inh: -2.1 | OX1R FRET antag: 15.7
9) CC1(C)CC2(C)OC(=N)C1(C#N)C2(C#N)C#N (stereo not drawn)
  STK33 kinase inh: 0.2 | OX1R FRET antag: 36.3
10) COC(=O)c1cccc(C(=O)Nc2ccc(C)cc2)n1
  STK33 kinase inh: 1.7 | OX1R FRET antag: 12.3
11) O=c1c2ccccc2ncn1-c1ccccc1[N+](=O)[O-]
  STK33 kinase inh: -1.9 | OX1R FRET antag: -5.8
12) O=C1C(=Nc2cccc(Cl)c2)CC(c2ccc(Cl)cc2)N1c1cccc(Cl)c1 (stereo not drawn)
  STK33 kinase inh: -1.3 | OX1R FRET antag: /
13) CCOC(=O)C1=C(CC)Nc2ccccc2N/C1=N\S(=O)(=O)c1ccc2ccccc2c1
  STK33 kinase inh: -1.6 | OX1R FRET antag: 9.9
14) NC(=O)c1nc(N2CCOCC2)nc(N2CCOCC2)n1
  STK33 kinase inh: -2.4 | OX1R FRET antag: 19.2
15) O=C(NC1CCCC1)c1cc(-c2cccc(Cl)c2)on1
  STK33 kinase inh: -0.4 | OX1R FRET antag: 36.2
16) CCn1nnc(NC(=O)c2cc(Cl)c(OC)c(Cl)c2)n1
  STK33 kinase inh: -3.8 | OX1R FRET antag: 16.8
17) CN1CCN(CCOc2cccc(Cl)c2)CC1
  STK33 kinase inh: -2.7 | OX1R FRET antag: 6.2
18) O=C(CNc1ccccc1)N/N=C/c1c[nH]c2ccccc12
  STK33 kinase inh: 0.6 | OX1R FRET antag: 15.3
19) Cc1ccc(SCC(=O)Nc2ccc(N3CCN(C)CC3)c(F)c2)cc1
  STK33 kinase inh: -4.8 | OX1R FRET antag: 11.2
20) CN(C(=O)CSc1ncnc2sccc12)C1CCS(=O)(=O)C1 (stereo not drawn)
  STK33 kinase inh: 0.2 | OX1R FRET antag: 5.2
21) Cc1nc2c3cc(F)ccc3n(Cc3ccc(F)cc3)c2s1
  STK33 kinase inh: -1.4 | OX1R FRET antag: 10.3
22) CCOc1ccccc1N(CC(=O)Nc1ccccc1C(=O)O)S(C)(=O)=O
  STK33 kinase inh: -2.6 | OX1R FRET antag: 19.4
23) Cc1ccc(-c2nn(C)c(=O)c3ccccc23)cc1CNS(C)(=O)=O
  STK33 kinase inh: -1.4 | OX1R FRET antag: 15.1
24) O=C(CN1C(=O)c2ccccc2C1=O)NC1CCC(O)CC1 (stereo not drawn)
  STK33 kinase inh: 0.4 | OX1R FRET antag: 1.3
25) c1ccc(-c2nc(NCCCn3ccnc3)c3ccccc3n2)cc1
  STK33 kinase inh: 1.6 | OX1R FRET antag: 12.5

26) COc1ccc(/C=C2\CCCC3C2=NN(C(=O)c2scnc2C)C3c2ccc(OC)cc2)cc1 (stereo not drawn)
  STK33 kinase inh: 0.2 | OX1R FRET antag: 10.3
27) CCOc1ccc(NC(=O)Cc2ccccc2)c([N+](=O)[O-])c1
  STK33 kinase inh: -1.1 | OX1R FRET antag: 29.2
28) Cc1ccc(C(=O)Nc2cccc(S(=O)(=O)N3CCOCC3)c2)cc1[N+](=O)[O-]
  STK33 kinase inh: -0.9 | OX1R FRET antag: 17.7
29) COc1ccc(OC2CCN(S(=O)(=O)c3ccccc3)CC2)cc1
  STK33 kinase inh: 1.1 | OX1R FRET antag: -4.3
30) CC(/C=C/c1ccccc1)=N/O
  STK33 kinase inh: -0.5 | OX1R FRET antag: 12.7
31) COc1ccccc1/C(C)=N/NC(=S)NCc1ccccc1
  STK33 kinase inh: -1.5 | OX1R FRET antag: 6.5
32) Fc1ccc(NCc2cn3ccccc3n2)cc1
  STK33 kinase inh: -1.6 | OX1R FRET antag: 30.3
33) O=C(O)C1CC=CCC1C(=O)NCCCN1CCCC1=O (stereo not drawn)
  STK33 kinase inh: -0.9 | OX1R FRET antag: 9.2
34) CN1CCCC(OC(=O)c2cccc(Br)c2)C1 (stereo not drawn)
  STK33 kinase inh: -0.5 | OX1R FRET antag: -1.6
35) COc1c(Cl)cc(C(=O)NN)cc1Cl
  STK33 kinase inh: -1.2 | OX1R FRET antag: 3.0
36) COc1ccc(C(=O)N(Cc2ccccc2)Cc2cc3cc4c(cc3[nH]c2=O)OCCO4)cc1
  STK33 kinase inh: 0.1 | OX1R FRET antag: 19.6
37) Cc1nc(SCC(=O)c2ccc(Cl)cc2)c([N+](=O)[O-])[nH]1
  STK33 kinase inh: -2.3 | OX1R FRET antag: 24.3
38) C=CCNC(=O)c1ccc2nc(Cc3ccc(OC)cc3)oc2c1
  STK33 kinase inh: 0.5 | OX1R FRET antag: 15.7
39) CN(C)CCOC(=O)C12CC3(C)CC(C)(CC(C)(C3)C1)C2
  STK33 kinase inh: -0.7 | OX1R FRET antag: 17.7
40) Nc1ncn(CC(=O)c2ccccc2)n1
  STK33 kinase inh: -1.9 | OX1R FRET antag: 6.3
41) CCSc1nc2nn(-c3ccccc3)c(=O)c-2c2n1CCCCC2
  STK33 kinase inh: 2.0 | OX1R FRET antag: 25.1
42) COc1ccc(Cn2nnnc2C(c2ccc(N(C)C)cc2)N2CCC(C)CC2)cc1 (stereo not drawn)
  STK33 kinase inh: -1.1 | OX1R FRET antag: 14.4
43) C[C@H](NC(=O)[C@@H]1Cc2ccccc2CN1C(=O)OC(C)(C)C)C(=O)NCC1CCCO1 (stereo partly drawn)
  STK33 kinase inh: -2.0 | OX1R FRET antag: 20.6
44) O=S(=O)(Nc1ccc(Cc2ccncc2)cc1)c1cccs1
  STK33 kinase inh: -0.8 | OX1R FRET antag: 21.5
45) COc1ccc(CCNC(=O)c2cc([N+](=O)[O-])ccc2N2CCOCC2)cc1
  STK33 kinase inh: -0.6 | OX1R FRET antag: 30.3
46) COc1ccc(S(=O)(=O)N2CCOCC2)cc1NC(=O)COc1ccc2ccc(=O)oc2c1
  STK33 kinase inh: -2.0 | OX1R FRET antag: 6.0
47) O=C(NCc1cccnc1)c1ccccc1-c1nc(-c2ccccc2)no1
  STK33 kinase inh: -1.0 | OX1R FRET antag: 7.1
48) COC(=O)CCN1CCN(S(=O)(=O)c2ccc3c(c2)OCCO3)CC1
  STK33 kinase inh: -0.1 | OX1R FRET antag: -0.4
49) Cc1cc(NC(=O)CC(C)C)c(=O)n(Cc2ccccc2F)c1
  STK33 kinase inh: -0.1 | OX1R FRET antag: 1.2
50) Cc1nc2c(C)cccc2cc1C(=O)N/N=C/c1ccc(C(=O)O)cc1
  STK33 kinase inh: -0.8 | OX1R FRET antag: 15.7

# Reprinted from the listing (3 entries):
40) Nc1ncn(CC(=O)c2ccccc2)n1
  STK33 kinase inh: -1.9 | OX1R FRET antag: 6.3
41) CCSc1nc2nn(-c3ccccc3)c(=O)c-2c2n1CCCCC2
  STK33 kinase inh: 2.0 | OX1R FRET antag: 25.1
42) COc1ccc(Cn2nnnc2C(c2ccc(N(C)C)cc2)N2CCC(C)CC2)cc1 (stereo not drawn)
  STK33 kinase inh: -1.1 | OX1R FRET antag: 14.4

# Rewritten with values under each structure: part of the list above.
# Below each SMILES – STK33 kinase inh, OX1R FRET antag
(46) COc1ccc(S(=O)(=O)N2CCOCC2)cc1NC(=O)COc1ccc2ccc(=O)oc2c1
→ -2.0, 6.0
(47) O=C(NCc1cccnc1)c1ccccc1-c1nc(-c2ccccc2)no1
→ -1.0, 7.1
(48) COC(=O)CCN1CCN(S(=O)(=O)c2ccc3c(c2)OCCO3)CC1
→ -0.1, -0.4

# New compounds follow:
51) COc1ccccc1C1CCN(Cc2cccc(C(=O)N3CCC(O)CC3)c2)CC1
  STK33 kinase inh: 0.2 | OX1R FRET antag: 6.6
52) CCCCN(C)CCCNC(=O)CC1Oc2ccccc2NC1=O (stereo not drawn)
  STK33 kinase inh: -0.6 | OX1R FRET antag: 6.2
53) COc1cc(/C=C2\SC(=S)N(Nc3ncc(C(F)(F)F)cc3Cl)C2=O)cc(OC)c1OC
  STK33 kinase inh: -2.5 | OX1R FRET antag: 9.2
54) CCOc1c2ccc(C(=O)NCCc3ccc(C)cc3)cc2nn1CC
  STK33 kinase inh: -1.1 | OX1R FRET antag: 17.9
55) CCCC(=O)Nc1ccc(C=C(C(C)=O)C(C)=O)cc1
  STK33 kinase inh: -0.5 | OX1R FRET antag: 9.7
56) COC(=O)c1cccc(NC(=O)CC2NCCNC2=O)c1 (stereo not drawn)
  STK33 kinase inh: -2.3 | OX1R FRET antag: 7.2
57) CCC(=O)OCc1cc2cccc(C)c2[nH]c1=O
  STK33 kinase inh: -0.3 | OX1R FRET antag: -6.6
58) CCSc1nc2ccccc2n1Cc1cccc([N+](=O)[O-])c1
  STK33 kinase inh: 0.1 | OX1R FRET antag: 12.9
59) CNC(=O)c1ccsc1NC(=O)c1ccccc1
  STK33 kinase inh: 7.6 | OX1R FRET antag: 43.3*
60) CCOC(=O)c1c(C)[nH]c(C)c1C(=O)COC(=O)c1cccnc1Cl
  STK33 kinase inh: -0.5 | OX1R FRET antag: 7.5
61) CC(C)N1C(=S)SC2CS(=O)(=O)C=C21 (stereo not drawn)
  STK33 kinase inh: 5.1 | OX1R FRET antag: 9.5
62) O=C(/C=C/c1cccnc1)c1cccc(O)c1
  STK33 kinase inh: 5.2 | OX1R FRET antag: 6.0
63) O=C(CN1C(=O)c2ccccc2S1(=O)=O)N1CCc2ccccc2C1
  STK33 kinase inh: -8.5 | OX1R FRET antag: 14.1
64) O=C(Cc1c[nH]c2ccccc12)N[C@@H](Cc1c[nH]c2ccccc12)C(=O)O
  STK33 kinase inh: -0.6 | OX1R FRET antag: 3.0
65) COc1cc(CCC(=O)OCC(=O)Nc2c(C)cc(C)cc2C)cc(OC)c1OC
  STK33 kinase inh: -1.9 | OX1R FRET antag: 28.1
66) Cc1ccc(NNC(=O)c2c(C)noc2C)cc1Cl
  STK33 kinase inh: -0.7 | OX1R FRET antag: 7.0
67) OCCNc1nc(-c2ccccc2)c2ccccc2n1
  STK33 kinase inh: 0.0 | OX1R FRET antag: 27.1
68) CC(C)NC(=O)N(Cc1ccc(Cl)cc1)Cc1cccs1
  STK33 kinase inh: -1.1 | OX1R FRET antag: 14.8
69) COc1nnc(-c2ccc(N3CCCCC3)c(NC(=O)C3CCCCC3)c2)c2ccccc12
  STK33 kinase inh: 0.4 | OX1R FRET antag: -0.8
70) O=C(NC(=S)NNC(=O)c1ccccc1O)c1ccco1
  STK33 kinase inh: -0.5 | OX1R FRET antag: 8.5
71) CCCC(=O)Nc1sc(C(=O)OC)c(C)c1C(N)=O
  STK33 kinase inh: -2.8 | OX1R FRET antag: 21.6
72) Cc1nc(CN(C)C(=O)c2cc(COc3ccc4ncccc4c3)on2)cs1
  STK33 kinase inh: 0.0 | OX1R FRET antag: 23.3
73) C=CCN(CC(=O)NCc1ccccc1)C(=O)c1csnn1
  STK33 kinase inh: -0.9 | OX1R FRET antag: 5.3
74) OCCCCc1nccc2c1[nH]c1ccccc12
  STK33 kinase inh: -0.5 | OX1R FRET antag: 7.5
75) CCC(=O)Nc1nc(-c2cc([N+](=O)[O-])cs2)cs1
  STK33 kinase inh: -0.1 | OX1R FRET antag: 26.0
76) COc1ccc(C(=O)NC2CCN(C(=S)Nc3cccc(C)c3)CC2)cc1
  STK33 kinase inh: -0.3 | OX1R FRET antag: 3.7

# Screening data from PubChem BioAssay.
